Source: PubChem
NR2E3 ag-1: human photoreceptor-specific nuclear receptor agonism; Q9Y5X4; CHO-S Gal4-NCOR/VP16-NR2E3 two-hybrid, luciferase; inhibition of corepressor binding, % at 3.98 µM; 0.35% of 360,000 active; AID 602229;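 active means inhibition above the mean of all tested compounds plus 3 SD, cut at about 70% in these data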;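 further: 0% = DMSO with NR2E3 transfected cells and 100% = cells lacking NR2E3 construct; higher means lower luciferase signal from less NR2E3 corepressor binding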
Target sequence (Q9Y5X4 whole entry, looked up, the tested form may be a part): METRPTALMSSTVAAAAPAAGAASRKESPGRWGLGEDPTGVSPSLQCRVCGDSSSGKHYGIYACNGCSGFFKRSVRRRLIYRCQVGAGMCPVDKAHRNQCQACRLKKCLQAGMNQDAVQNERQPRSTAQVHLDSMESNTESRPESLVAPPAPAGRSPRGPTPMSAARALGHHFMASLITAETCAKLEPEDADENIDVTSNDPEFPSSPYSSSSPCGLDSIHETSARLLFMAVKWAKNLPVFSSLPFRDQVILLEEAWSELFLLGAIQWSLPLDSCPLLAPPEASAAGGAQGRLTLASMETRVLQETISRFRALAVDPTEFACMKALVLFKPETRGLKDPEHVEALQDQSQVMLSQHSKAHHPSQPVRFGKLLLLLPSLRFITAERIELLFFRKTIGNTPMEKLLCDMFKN
HIF-2a block: inhibitors of HIF-2a; 786-0 RCC cells HIF-2a reporter, luciferase luminescence, overnight; inhibition, % at 18.8 µM; 0.72% of 360,000 active;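 active means inhibition of the luminescence signal of 40% or more relative to plate controls, in a single-dose primary screen at 18.75 µM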
KKLEB cytotox: reduces viability of KKLEB cystic fibrosis airway cells; KKLEB CF airway cells viability, ATPlite luminescence, overnight; stronger effect = lower value; cells stimulated with P. aeruginosa culture filtrate; activity change (cytotoxicity), % at 5 µM; AID 602141; 0.36% of 360,000 active;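 active means corrected activity change at or below -50% at 5 µM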
Shn3 inh set2: inhibitors of Schnurri-3 3'UTR reporter in osteoblasts; Clone20 osteoblast Shn3 3'UTR firefly luciferase, 24 h; inhibition, % at 12.5 µM; 0.52% of 360,000 active;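 active means mean inhibition of at least 75% with every replicate also reaching 75%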;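 further: 0% = median of neutral control wells and 100% = pilot-screen positive control compound; some compounds past the cut are filed as inactive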
TWEAK Fn14 block: inhibitors of TWEAK-Fn14 interaction signaling | TWEAK-stimulated Fn14 reporter cells, luciferase luminescence, 8 h | inhibition, % at 10 µM | 2% of 360,000 active | AID 1159606; in the data active means inhibition above about 50%
TRAIL sens C8: caspase-8 TRAIL sensitization; NB7+C8 cells + TRAIL, ATPlite viability luminescence; inhibition (viability loss, TRAIL sensitization), % at 10 µM; 1% of 360,000 active;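 active means compounds causing at least 50% loss of cell viability in the single-dose screen, relative to plate controls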
TROY signal inh: blocks TROY-dependent signaling in reporter cells | Q293 LMP1-TROYcd NF-kB luciferase reporter, 4 h | 0.98% of 360,000 active | inhibition, % at 10 µM;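 active means compounds whose plate-normalised and pattern-corrected inhibition of the luciferase reporter signal at the single screening dose is 50% or more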
Peg3 promoter: Peg3 promoter activity inhibition | HeLa PEG-Prom luciferase reporter, luminescence, overnight | 1.7% of 360,000 active | inhibition, % at 20 µM;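 active means inhibition of at least 50% at 20 µM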
MITF TRPM1 inh: MITF TRPM1 promoter inhibition in SK-MEL-5 cells. SK-MEL-5 TRPM1 promoter luciferase, 24 h. inhibition, % at 12.5 µM. 0.83% of 330,000 active;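 active means mean inhibition across replicates of 60% or more, whatever share of single replicates reaches that level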; further: values of inactives mirror those of a sister screen read the other way
CF NFkB block: cystic fibrosis NF-kB activation inhibition; KKLEB NF-kB-GFP reporter, PAF-induced, GFP fluorescence overnight; inhibition, % at 5 µM; 0.86% of 360,000 active; AID 588850;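 active means at least 50% inhibition at 5 µM, scaled per plate between neutral and stimulator controls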;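 further: PAF is a Pseudomonas aeruginosa culture filtrate used as stimulus; plate controls were PAF-stimulated DMSO wells for no effect and unstimulated DMSO wells for full effect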
NR2E3 ag-2: NR2E3 (human) agonism; Q9Y5X4; GST-NR2E3/biotin-RetCOR TR-FRET, 1536-well; inhibition of corepressor binding, % at 4.78 µM; 0.12% of 320,000 active; AID 2300;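 active means percent inhibition above the cutoff of mean plus 3 SD of all tested compounds, set per screening campaign, cut at about 20% in these data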;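 further: 0% = DMSO wells and 100% = biotin wells as full block of FRET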
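Material – GST-tagged NR2E3 plus biotinylated RetCOR corepressor · Quantity – NR2E3 fusion 1.35 nM · Times – 5 h incubation at 4 °C · Medium – pH 7.5 Tris-based buffer · Technique – TR-FRET, Eu(K)-anti-GST donor, streptavidin-D2 acceptor, ex 340, em 617/671 nm · Benchmarks – high control biotin, low control 0.6% DMSO · Format – 1536-well plates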
Starred values were filed as active, the others as inactive; x = no result given. A portion of the library; the hit share may differ from the screen's.

cpd	smiles	NR2E3 ag-1	HIF-2a block	KKLEB cytotox	Shn3 inh set2	TWEAK Fn14 block	TRAIL sens C8
1	CCCCn1nc2cc(C(=O)NCC34CC5CC(CC(C5)C3)C4)ccc2c1OCC	-12	8	0	23	-26	-6
2	CC1CCN(CC(=O)Nc2ccccc2C(=O)NC2CC2)CC1	-26	9	-2	1	4	3
3	CCC(Sc1nnc(C)c(=O)[nH]1)C(=O)Nc1cccc2ccccc12 (configuration not stated)	14	9	6	11	18	-14
4	CC(C)n1c(SCC(N)=O)nc2c1c(=O)n(C)c(=O)n2C	-30	-4	-5	4	1	-2
5	CNC(=O)c1[nH]cnc1C(=O)Nc1ccc(C)cc1	1	-45	1	-9	-1	5
6	Cc1ccc(O)c(C(=O)c2cnn(-c3ccccc3)c2)c1	-67	-29	7	-55	18	2
7	CSc1nc(C)c2c(c1C#N)CCCC2	-2	12	-11	-30	25	8
8	CCOc1ccc(-n2c(C)nc(O)c2N=Nc2ccccc2)cc1	9	-11	-4	-13	-19	0
9	COc1ccc(CNC(=O)Nc2nc(C(N)CCc3ccccc3)cs2)cc1 (configuration not stated)	-21	13	-6	0	-12	32
10	CC[C@]12c3[nH]c4cc(-c5ccco5)ccc4c3CCN1C(=O)[C@@H](CC(=O)NCc1ccc(OC)c(OC)c1)C[C@@H]2C(=O)N1CCN(C(=O)C2CC2)CC1	4	-2	17	6	15	-1
11	O=C(NCCc1cccc(Cl)c1)c1cccs1	-77	-291	-6	-32	-15	1
12	CC(=O)Nc1ccccc1-c1cccc2nccn12	-6	-7	-5	-6	8	0

cpd	TROY signal inh	Peg3 promoter	MITF TRPM1 inh	CF NFkB block	NR2E3 ag-2
1	9	9	6	-8	0
2	-8	13	5	1	0
3	4	9	7	-5	2
4	11	4	15	-11	0
5	-10	-64	1	-33	-2
6	-14	-179	-9	7	-2
7	30	17	-7	5	0
8	19	-10	17	2	6
9	11	88*	x	8	x
10	-7	-6	8	-13	x
11	-31	-273	-81	-8	0
12	10	-8	x	6	x

cpd	smiles	NR2E3 ag-1	HIF-2a block	KKLEB cytotox	Shn3 inh set2	TWEAK Fn14 block	TRAIL sens C8
13	O=C(Cn1cnc2c(cnn2-c2ccc(Cl)cc2)c1=O)NCC1CCCO1 (configuration not stated)	6	16	14	1	4	3
14	Cc1cc(C)c([N+](=O)[O-])cc1-c1ccc(/C=N/c2c(-c3ccco3)nc3ccccn23)o1	-7	-101	-16	-24	-14	-5
15	O=C(O)CCc1ccc(NCc2cccc(Oc3ccccc3)c2)cc1	-41	-1	5	-15	2	-5
16	Cc1ccc2c(c1)c1nc3ccccc3nc1n2CCN1CCOCC1	-105	-190	-11	-91	-3	3
17	CCc1ccc(-n2c(=O)c3ccccc3n3c(=S)[nH]nc23)cc1	-15	16	-2	-42	4	2
18	CC(Oc1ccc(C(=O)NCCc2ccccc2)cc1)C(=O)O (configuration not stated)	0	2	4	-5	0	-7
19	CN1CCN(C(=O)c2ccc3c(c2)NC(=O)C(C)(C)O3)CC1	-13	11	-3	-13	6	-17
20	Cc1ccc(CS(=O)(=O)Cc2ccc(C(=O)NCCCN3CCOCC3)o2)cc1	10	-25	0	5	-5	1
21	CC(C)(C)c1csc(NC(=O)CCc2ccccc2)n1	-51	-216	4	-18	4	10
22	Cc1ccc(NC(=O)NC(=O)COc2ccc(Cl)cc2Cl)c(C)c1	4	30	-14	2	-5	12
23	Cc1cnc(NC(=O)CCN2C(=O)C3CCCCC3C2=O)s1 (configuration not stated)	-2	8	11	-10	3	-3
24	Cn1c(=S)n(CCC(=O)O)c2ccccc21	-19	17	10	72	-1	-2

cpd	TROY signal inh	Peg3 promoter	MITF TRPM1 inh	CF NFkB block	NR2E3 ag-2
13	22	14	4	-8	1
14	-24	-113	-29	14	-3
15	-16	3	14	30	0
16	-57	-168	-3	-18	-6
17	5	-2	8	-3	-3
18	-14	-10	-5	-1	2
19	-2	4	-5	5	1
20	4	6	4	8	-3
21	-13	-111	-45	-12	5
22	-11	8	-16	10	3
23	19	1	-4	-18	-4
24	3	16	13	-15	-1

Entries 14 to 22, reprinted for reference:
cpd	smiles	NR2E3 ag-1	HIF-2a block	KKLEB cytotox	Shn3 inh set2	TWEAK Fn14 block	TRAIL sens C8
14	Cc1cc(C)c([N+](=O)[O-])cc1-c1ccc(/C=N/c2c(-c3ccco3)nc3ccccn23)o1	-7	-101	-16	-24	-14	-5
15	O=C(O)CCc1ccc(NCc2cccc(Oc3ccccc3)c2)cc1	-41	-1	5	-15	2	-5
16	Cc1ccc2c(c1)c1nc3ccccc3nc1n2CCN1CCOCC1	-105	-190	-11	-91	-3	3
17	CCc1ccc(-n2c(=O)c3ccccc3n3c(=S)[nH]nc23)cc1	-15	16	-2	-42	4	2
18	CC(Oc1ccc(C(=O)NCCc2ccccc2)cc1)C(=O)O (configuration not stated)	0	2	4	-5	0	-7
19	CN1CCN(C(=O)c2ccc3c(c2)NC(=O)C(C)(C)O3)CC1	-13	11	-3	-13	6	-17
20	Cc1ccc(CS(=O)(=O)Cc2ccc(C(=O)NCCCN3CCOCC3)o2)cc1	10	-25	0	5	-5	1
21	CC(C)(C)c1csc(NC(=O)CCc2ccccc2)n1	-51	-216	4	-18	4	10
22	Cc1ccc(NC(=O)NC(=O)COc2ccc(Cl)cc2Cl)c(C)c1	4	30	-14	2	-5	12

cpd	TROY signal inh	Peg3 promoter	MITF TRPM1 inh	CF NFkB block	NR2E3 ag-2
14	-24	-113	-29	14	-3
15	-16	3	14	30	0
16	-57	-168	-3	-18	-6
17	5	-2	8	-3	-3
18	-14	-10	-5	-1	2
19	-2	4	-5	5	1
20	4	6	4	8	-3
21	-13	-111	-45	-12	5
22	-11	8	-16	10	3

Carrying on.
cpd	smiles	NR2E3 ag-1	HIF-2a block	KKLEB cytotox	Shn3 inh set2	TWEAK Fn14 block	TRAIL sens C8
25	C=CCn1ccc(O)c(Cc2ccc(Cl)cc2)c1=O	-29	10	0	-1	-6	-3
26	O=C(CCc1c[nH]c2ccccc12)N1CCCCCCC1	-21	-49	-11	-18	-24	-6
27	C=CC[n+]1cccc(-c2cc3ccc(C)cc3[nH]2)c1	-9	-4	3	-12	6	2
28	Cc1c(CCC(=O)N2CCC(C(=O)NCCCCCC(=O)O)CC2)c(=O)oc2cc3oc4c(c3cc12)CCCC4	-22	29	-7	1	24	16
29	CCn1cc(C(=O)NCCCOC(C)C)c2cc(OC)c(OC)cc2c1=O	14	0	1	7	8	4
30	COc1ccccc1C1CC(c2ccccc2)=NN1C(=O)c1ccccc1 (configuration not stated)	-21	27	-2	2	4	-1
31	COCc1cc(Sc2ccc(Cl)cc2Cl)nc(-c2ccccc2)n1	-11	19	-3	-3	15	8
32	Cc1ccc(S(=O)(=O)NNC(=O)c2ccc3ccccc3n2)cc1	-5	26	-7	2	5	0
33	Cc1ccc2nc(SCC(=O)N3CCN(c4ccccc4)CC3)nc(=O)n2c1	4	14	12	-6	-15	0
34	O=C(NN1C(=O)C2C(C1=O)C1C=CC2C12CC2)c1cccc(Cl)c1 (configuration not stated)	-9	17	-6	0	6	-1
35	C/C(=N\NC(=O)c1cccc(S(=O)(=O)N2CCOCC2)c1)c1ccc(OCC(=O)N(C)C)cc1	-12	12	12	-6	9	-16
36	COc1cccc(C(=O)O[C@@H]2[C@H](Cc3ccccc3)NS(=O)(=O)[C@H]3C[C@@H]4C=C[C@]23O4)c1	-19	12	20	-4	4	-4

cpd	TROY signal inh	Peg3 promoter	MITF TRPM1 inh	CF NFkB block	NR2E3 ag-2
25	1	13	0	7	-4
26	-14	-43	-12	2	0
27	-15	-6	-5	-18	x
28	2	-10	0	28	-2
29	7	7	-2	-21	-2
30	-16	30	12	-8	0
31	-9	12	19	11	-1
32	2	21	-6	11	-2
33	-3	-2	15	-15	-1
34	5	0	6	18	-3
35	6	0	4	1	2
36	9	10	5	-3	-5

cpd	smiles	NR2E3 ag-1	HIF-2a block	KKLEB cytotox	Shn3 inh set2	TWEAK Fn14 block	TRAIL sens C8
37	Cc1ccc(N(CC(=O)NCC2CCCO2)C(=O)CCC(=O)Nc2nccs2)cc1 (configuration not stated)	-7	6	5	0	-22	-12
38	Cc1ccc([N+](=O)[O-])c(C(=O)Nc2cccnc2Cl)c1	20	11	-20	-2	-6	7
39	COc1cc(S(=O)(=O)N2CCOCC2)ccc1NC(=O)COC(=O)c1ccccn1	5	5	-6	0	17	-3
40	CC1SC(=NC(=O)C(C)N2C(=O)c3ccccc3C2=O)NC1=O (configuration not stated)	4	3	9	20	4	-10
41	COc1cccc(/C=N/Nc2ncnc(Cl)c2N)c1O	-29	63*	-33	72	-5	59*
42	CCOCCCN1C(=O)C(O)=C(C(C)=O)C1c1cccs1 (configuration not stated)	5	14	4	3	7	-9
43	Cc1ccc2c(c1)=C(c1sc(N(C)c3ccc(O)cc3)nc1O)C(=O)N=2	-29	-44	-2	-4	-83	2
44	CCOC(=O)c1oc2ccccc2c1NC(=O)CCl	-13	-9	-1	-38	11	1
45	CCn1c(SCC(=O)C(C)(C)C)nnc1-c1ccccc1OC	12	18	2	11	5	-5
46	CCc1ccc[n+](-c2nc([O-])sc2C=O)c1	1	19	14	9	-5	9
47	O=C(O)Cc1ccc(NC(=O)Nc2cccc3ccccc23)cc1	-3	3	-12	-12	-3	4
48	COc1ccc(CN2C(=O)C(CC(=O)NCCc3ccccn3)CC(C(=O)N3CCCCCC3)=C2C)cc1 (configuration not stated)	-8	-5	x	x	18	-12

cpd	TROY signal inh	Peg3 promoter	MITF TRPM1 inh	CF NFkB block	NR2E3 ag-2
37	0	-3	-3	1	3
38	1	18	-1	12	4
39	4	2	-1	0	-2
40	x	-7	-13	-3	0
41	61*	85*	46	46	-3
42	3	-9	-9	0	2
43	-63	-33	-36	-44	-2
44	-5	10	7	9	-5
45	17	0	3	-6	2
46	-3	16	-12	3	0
47	7	7	-6	9	3
48	5	x	x	x	x

cpd	smiles	NR2E3 ag-1	HIF-2a block	KKLEB cytotox	Shn3 inh set2	TWEAK Fn14 block	TRAIL sens C8
49	COc1ccc(CN(C)CC(=O)NC(=O)NCc2ccccc2)cc1OC	7	20	-1	15	-4	-2
50	CC(C)c1nnc(NC(=O)COC(=O)/C=C/c2ccc([N+](=O)[O-])cc2)s1	-23	10	14	-11	-2	26
51	COC(=O)c1cc(OC)c(OC)cc1N1C(=O)CCCC1=O	2	11	0	3	1	5
52	Cc1ccc(S(=O)(=O)N(C)C)cc1NC(=O)COC(=O)c1cccs1	-9	8	4	-35	-4	-29
53	Cc1ccc(Cn2ccc(NC(=O)c3cc(C4CC4)on3)n2)cc1	-22	-47	2	4	-19	-27
54	CCC1(C)Cc2nc3sc(C(=O)O)c(N)c3cc2CO1 (configuration not stated)	-18	-73	-15	-8	0	-5

cpd	TROY signal inh	Peg3 promoter	MITF TRPM1 inh	CF NFkB block	NR2E3 ag-2
49	8	17	2	-5	-3
50	18	3	0	-9	1
51	-9	30	-6	3	-3
52	-4	-4	x	-14	x
53	-7	-38	-18	-5	3
54	14	-71	-20	18	2
